AmpC no deterg = inhibitors of E. coli AmpC beta-lactamase without detergent | AmpC nitrocefin hydrolysis, absorbance 480 nm, 0.0001% Triton | Potency, µM (highest dose often 57.1 µM), for the others: at the top dose activity change, negative = inhibition, actives largely listed as inhibitors | 330,000 tested, 0.52% active | AID 485341;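 further: potency means the concentration at half of the fitted maximal effect; plate controls were no compound for no effect and no enzyme for full effect; nearly all actives have a fitted effect of over 20% in size; some results filed as inactive show a strong effect at the top dose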
Target sequence (P00811 whole entry, looked up): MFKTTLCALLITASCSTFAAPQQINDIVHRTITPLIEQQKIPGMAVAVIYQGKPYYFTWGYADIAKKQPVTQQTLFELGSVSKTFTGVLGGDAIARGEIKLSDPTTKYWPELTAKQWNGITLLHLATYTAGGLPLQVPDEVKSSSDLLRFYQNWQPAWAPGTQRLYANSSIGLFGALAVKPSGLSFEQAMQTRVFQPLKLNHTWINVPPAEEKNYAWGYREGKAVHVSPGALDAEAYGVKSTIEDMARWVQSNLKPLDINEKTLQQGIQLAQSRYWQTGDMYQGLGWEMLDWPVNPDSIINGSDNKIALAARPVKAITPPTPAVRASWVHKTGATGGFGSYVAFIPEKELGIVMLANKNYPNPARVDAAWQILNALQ
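AmpC (5.3 nM in the dispensed reagent) in 20 mM phosphate pH 7.0 with 0.01% (detergent screen) or 0.0001% Triton X-100 was preincubated with compounds for 15 min at room temperature. Nitrocefin was then added from an 800 uM solution, and hydrolysis was followed at 480 nm.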
LmPK inh = inhibitors of Leishmania mexicana pyruvate kinase; Q27686; purified LmPK, Kinase-Glo ATP luminescence, 1 h; Potency, µM (highest dose often 57.5 µM), without a hit: at the highest dose activity change, negative = inhibition, actives largely listed as inhibitors; 290,000 tested, 0.37% active; AID 1721; further: potency means the concentration at half of the fitted maximal effect; on the % scale 0 is the no-effect control and ±100 the full control effect
Target sequence (Q27686 whole entry, looked up): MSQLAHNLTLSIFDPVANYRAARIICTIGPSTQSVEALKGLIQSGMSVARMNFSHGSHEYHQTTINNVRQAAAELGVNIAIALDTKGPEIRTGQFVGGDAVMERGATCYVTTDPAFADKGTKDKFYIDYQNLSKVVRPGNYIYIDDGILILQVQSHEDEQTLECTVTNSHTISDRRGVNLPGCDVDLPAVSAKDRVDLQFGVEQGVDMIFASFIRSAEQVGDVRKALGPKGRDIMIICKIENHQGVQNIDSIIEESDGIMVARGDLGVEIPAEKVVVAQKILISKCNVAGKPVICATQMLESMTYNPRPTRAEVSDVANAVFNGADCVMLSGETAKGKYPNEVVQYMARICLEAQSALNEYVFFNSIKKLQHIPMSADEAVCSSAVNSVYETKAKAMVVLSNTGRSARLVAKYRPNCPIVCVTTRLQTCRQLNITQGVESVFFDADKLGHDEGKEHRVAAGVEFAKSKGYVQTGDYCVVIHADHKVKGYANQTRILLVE
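In 50 mM imidazole pH 7.2 with 7 mM MgCl2, LmPK (0.1 nM) turned over PEP (0.5 mM) and ADP (0.1 mM) for 1 h at room temperature. Luciferase read-out of ATP.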
Shiga toxin inh = blocks Shiga toxin action in Vero cells; 290,000 tested, 9.2% active; Vero cells, Shiga toxin protein synthesis inhibition reporter; inhibition, % at 38.7 µM; in the data active means inhibition mostly above about 28%, no sharp cut-off; inactive means mostly below about 43%; further: 0% is about no effect
Pf growth 48h = P. falciparum growth inhibition at 48 hours (one generation) | P. falciparum luciferase growth in erythrocytes, 48 h | Potency, µM (top dose mostly 28.7 µM), inactives show at the top dose activity change, negative = inhibition, most hits filed as inhibitors | 310,000 tested, 5.9% active; further: potency means the concentration at half of the fitted maximal effect; on the % scale 0 is the no-effect control and ±100 the full control effect
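Growth was read as firefly luciferase luminescence after a 48 h, 37 C, 5% CO2 exposure of compounds to reporter-bearing P. falciparum cultures (0.1% parasitemia, 2% hematocrit final) in Albumax-supplemented RPMI 1640.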
Tb PYK inh = blocks Trypanosoma brucei pyruvate kinase; Potency, µM (titrated, usually from 76.8 µM), for inactives: top-dose activity, negative = inhibition, actives largely listed as inhibitors; 410,000 tested, 0.12% active; AID 624173; TbPYK enzyme, Kinase-Glo Plus ATP luminescence, 45 min; further: potency means the concentration at half of the fitted maximal effect; on the % scale 0 is the no-effect control and ±100 the full control effect; nearly all actives have a fitted effect of over 50% in size
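T. brucei PYK with substrate was exposed to pin-transferred compounds across a concentration series, then started with 130 uM ADP (final). After 45 min at room temperature, Kinase-Glo Plus luminescence was read, normalized and curve-fitted.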
Cycloheximide cs = affects cycloheximide protein synthesis inhibition readout, counter-screen. max response, %. 300,000 tested, 12% active. cell reporter, cycloheximide protein synthesis inhibition counterscreen; in the data active means max response mostly above about 13%, no sharp cut-off; inactive means mostly below about 14%; further: read at 38.3 µM for the half of the compounds with a filed dose; 0% is about no effect
Pf growth 96h = inhibits malaria parasite growth, 96 h. P. falciparum luciferase reporter growth, 96 h. AID 504834. Potency, µM (doses to about 28.7 µM), for inactives: at the highest dose activity change, negative = inhibition, hits mostly inhibitors. 320,000 tested, 6.9% active; further: potency means the concentration at half of the fitted maximal effect; on the % scale 0 is the no-effect control and ±100 the full control effect
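Readout is luminescence from an integrated firefly luciferase in P. falciparum. Red cells, 2% hematocrit and 0.05% parasitemia final, were cultured with compound through two parasite generations (96 hours) at 37 C, 5% CO2.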
* hit, by the source's call; ? = inconclusive; · = no result given; & = joins results of further samples; [ ] = dose if it differs, or a comment. Unless noted, the call rests on the fitted dose curve; in most records, active means well fitted curve in the direction sought with a large enough effect; inconclusive means small, poorly fitted or top-dose-only effect, or another doubt; inactive means no such curve, though single readings can be large; an effect the other way counts as inactive or inconclusive.

Start of the listing, in advance (2 entries):
SMILES	AmpC no deterg	LmPK inh	Shiga toxin inh	Pf growth 48h	Tb PYK inh	Cycloheximide cs	Pf growth 96h
CC1CC2=C(NC(=S)NC2c2ccc(F)cc2)/C(=C/c2ccc(F)cc2)C1 (stereo not given)	-54%	2%	-12	?	-29%	10	?
Cc1cc(NC(=O)OC2CCCCC2)ccc1[N+](=O)[O-]	-28%	0%	123*	26%	-2%	55*	0%

The whole of this part, repeating the preview:
SMILES	AmpC no deterg	LmPK inh	Shiga toxin inh	Pf growth 48h	Tb PYK inh	Cycloheximide cs	Pf growth 96h
CC1CC2=C(NC(=S)NC2c2ccc(F)cc2)/C(=C/c2ccc(F)cc2)C1 (stereo not given)	-54%	2%	-12	?	-29%	10	?
Cc1cc(NC(=O)OC2CCCCC2)ccc1[N+](=O)[O-]	-28%	0%	123*	26%	-2%	55*	0%
CCCCC(CC)C(=O)Nc1cc([N+](=O)[O-])ccc1F (stereo not given)	-27%	4%	14	4%	-4%	-3	19%
NC(=O)c1c(NC(=O)CSc2nc(N)cc(=O)[nH]2)sc2c1CCCC2	-22%	-6%	-5	21%	-6%	-1	0%
CCN(CC)S(=O)(=O)c1cc(NC(=O)C2=COCCO2)ccc1Cl	-3%	·	·	?	1%	·	2%
C/C=C(\C)C(=O)NCCN1C2=NC[C@@H](C)N2C[C@@H]1Cc1ccc(OC)cc1	-6%	2%	-3	47%[activator]	-3%	1	69%[activator]
COCCNC(=O)Cc1c(C)c2c(cc(C)c3c(C(C)(C)C)coc32)oc1=O	202%[activator]	4%	21	0%[0.00184 µM]	-10%	1	?
C/C(CC1(O)/C(=N/O)CCc2nonc21)=N\O (stereo not given)	-12%	3%	15	-2%	0%	-5	8%
Clc1cccc(Cl)c1Cn1nnc(N2CCCC2)n1	-20%	4%	86*	17%	-7%	23*	12%
CC1(C)CC(=O)C=C(Nc2ccc3c(c2)CCC3)C1	-12%	-6%	8	4%	-2%	5	39%[activator]
O=C(c1c[nH]c(C(=O)C(Cl)(Cl)Cl)c1)c1c(F)cccc1F	-11%	0%	7	-5%[0.00184 µM]	-21%	-3	?
C/C(=N\Nc1ccc(S(N)(=O)=O)cc1[N+](=O)[O-])c1ccc2c(c1)OCO2	92%[activator]	1%	-5	?	-5%	-1	-11%
COc1cc(OC)cc(C(=O)NCC(=O)OCC(=O)Nc2ccc(C)c(S(=O)(=O)N3CCOCC3)c2)c1	-7%	·	·	5%	-6%	·	13%
Cc1ccccc1OCC(=O)N/N=C/c1cccc(Oc2ccc([N+](=O)[O-])cc2[N+](=O)[O-])c1	-30%	4%	-3	-22%	-13%	-1	1.3µM*
C/C(CC(=O)Nc1ccccc1[N+](=O)[O-])=N\NC(=O)COc1ccccc1C	-33%	2%	-13	·	-5%	-3	6%
CC(=O)Nc1cccc2ncccc12	-9%	-3%	41*	17%	1%	-3	4.1µM*
NS(=O)(=O)c1ccc(S(=O)(=O)N(Cc2ccccc2F)CC2CCCO2)cc1 (stereo not given)	-17%	0%	-11	?	-9%	-4	13µM*
CC1CCN(C(=O)CN(Cc2ccccc2)S(C)(=O)=O)CC1	28%	6%	·	33%[activator]	1%	-3	3%
O=C(O)/C=C/C(=O)N1CCN(Cc2ccc3c(c2)OCO3)CC1	-10%	-1%	4	8%	-7%	-3	7%
COC(=O)c1cc(S(=O)(=O)N(C)C2CCCCC2)c[nH]1	-16%	1%	-12	15%	2%	-1	39%
CCOC(=O)CC1C(=O)NCCN1C(=O)c1ccc(F)cc1F (stereo not given)	1%	0%	3	·	3%	-2	21%
Cc1cccc(C(=O)Nc2sc(C)c(-c3ccccc3)c2C#N)c1	-15%	-3%	59*	132%[activator]	-5%	41*	114%[activator]
COc1ccc(/C=C(\C#N)C(=O)OCC(=O)NCc2ccccc2)cc1	-17%	0%	-8	-9%	-1%	-2	-8%
CCCNC(=O)/C=C/C(=O)O	-3%	-1%[11.5 µM]	-10	6%	7%	13	49%[activator]
Cc1ccn2c(c1)nc(=O)c1cc(S(=O)(=O)N3CCCCC3)ccc12	-2%	-3%	-8	?	-4%&-2%	-8	0%
COC(=O)C1=C(C)NC2=C(C(=O)CCC2)C1c1cccc(C)n1 (stereo not given)	-26%	-3%	41	12%	3%	0	61%[activator]
CCN(CC)S(=O)(=O)c1ccc2oc(C(=O)Nc3ccc(OC)cc3OC)c(C)c2c1	-11%	2%	41	?	4%	-4	?
COc1cc(CC(=O)OCn2nnc3ccccc3c2=O)cc(OC)c1OC	-4%	4%	-6	-3%	1%	10	21%
O=C(NC1CCCCC1)C1c2ccccc2C(=O)N1Cc1ccco1 (stereo not given)	1%	1%	3	5%	3%	1	·
CCCC(=O)N1CCN(c2nc3ccc(Cl)cc3s2)CC1	111%[activator]	-8%	50*	50%[activator]	2%	43*	11%
Cc1ccc(OCc2n[nH]c(=S)n2-c2ccc(C)cc2)cc1	4%	3%	-10	-2%	?	-1	?
Cc1ccc(S(=O)(=O)N(C)C)cc1NC(=O)c1cccnc1Oc1ccccc1	-6%	9%	-5	-11%	0%	-1	-1%
COc1ccc(OC)c(/C=C(\NC(=O)c2ccccc2)C(=O)N/N=C/c2ccc(C)s2)c1	-13%	0%	6	-27%	0%	-3	6%
COc1ccc(NC(=O)c2cccnc2SC)cc1OC	-23%	1%	-6	20%	1%	0	6%
Cn1c(=O)[nH]c(NC2CCCCC2)c([N+](=O)[O-])c1=O	0%	-2%	-4	5%	-9%	-2	-20%
Cc1ccc(C(C#N)c2ccc(C(=O)c3ccc(F)cc3)cc2)cc1 (stereo not given)	-9%	0%	6	·	9%	11	-5%
CCCOc1ncnc2c1[nH]c1ccc(OC)cc12	-2%	-13%	68*	203%[activator]	-8%	49*	300%[activator]
CCOC(=O)CSc1nnc(-c2ccc3ncccc3c2)n1C	-18%	-4%	10	12µM*	11%	-1	-18%
CCCCn1c(SCC(=O)/C(C#N)=C(\C)N)nc2ccccc2c1=O	-9%	0%	12	?	1%	-4	-22%
O=C(O)c1ccccc1C1Nc2ccccc2C(=O)N1CCCN1CCOCC1 (stereo not given)	-8%	1%	19	-12%	-1%	-1	0%
COc1ccc(C(=O)OCC(=O)NC2CC2)cc1S(=O)(=O)Nc1ccc(C)cc1	-9%	·	·	?	0%	·	?
COc1ccc(C(=O)Nc2c(Cl)cc(Cl)cc2C(=O)N2CCC(C)CC2)cc1	-9%	1%	11	16%	-11%	2	13µM*
NC(=O)C1CCN(C2CC(=O)N(Cc3ccc(N4CCCC4=O)cc3)C2=O)CC1 (stereo not given)	-17%	2%	-18	5%	-4%	2	·
COC(=O)c1ccc(NC(=O)CSc2nc3ccccc3c(=O)[nH]2)cc1	-19%	2%	-3	·	5%	-1	27%
CN(CCN1CCOCC1)C(=O)c1cc(COc2ccc(F)c(F)c2)on1	58%	-3%	88	18%	-2%	34*	14%
COc1ccc2ccccc2c1/C=N/NC(=O)c1nnn(-c2nonc2N)c1CN(C)C	1%	-2%	-10	21%	-8%	-5	43%
CC(CNS(=O)(=O)c1ccccc1)(c1ccccc1)N1CCCCC1 (stereo not given)	-22%	3%	-6	-28%	3%	-3	17%
CCCNC(=O)COC(=O)c1cc(C)nc2ccccc12	-19%	-2%	-8	0%	3%	7	21%
CCOC(=O)C1=C(N)Oc2c(oc(CO)cc2=O)C1c1ccc(F)cc1 (stereo not given)	-2%	1%	-3	?	-9%	-1	-9%
CCN1CCN(c2cc(C)nc(-c3ccccc3O)n2)CC1	30%	7%	-10	?	3%	-2	?

Next section.
SMILES	AmpC no deterg	LmPK inh	Shiga toxin inh	Pf growth 48h	Tb PYK inh	Cycloheximide cs	Pf growth 96h
Cc1cccc(NC(=O)C2=C(O)c3ccccc3N(C)S2(=O)=O)c1	-24%	-4%	-1	?	-4%	11	?
O=C1CC(c2cccs2)c2ccc3ccccc3c2N1 (stereo not given)	-22%	9%	46	-7%	-4%	21	-4%
COc1cccc(OC)c1C(=O)NC(=O)Nc1c(C)cccc1C	-3%	-2%	-9	·	-3%	-3	0%
NC(=O)C1CCN(C(=O)c2ccc([N+](=O)[O-])cc2NC(=O)c2cccs2)CC1	-7%	6%	19	36%[activator]	2%	-1	20%
O=C(CN1C(=O)/C(=C/c2ccccc2F)SC1=S)NC1C=CS(=O)(=O)C1 (stereo not given)	-7%	0%	-5	-1%	-5%	-1	4%
CC(=O)N1CCN(CC(=O)Nc2cccc(S(=O)(=O)N3CCCCCC3)c2)CC1	-2%	-1%	-9	-7%	-3%	-1	-18%
C[C@H](C(=O)C=[N+]=[N-])N1C(=O)c2ccccc2C1=O	-8%	-3%	-15	21%	·	-5	-6%
CCOC(=O)c1c(NC(=S)NC(=O)c2ccco2)sc2c1CCCC2	-16%	0%	-9	6%	-3%	1	0%
CCC(=O)c1ccc(OCC(=O)NCC2(N3CCCCC3)CCCCC2)cc1	-12%	3%	6	-8%	4%	-5	4.7µM*
COC(=O)CN1C(=O)COc2ccc(S(=O)(=O)NCc3ccccc3)cc21	-6%	0%	-4	-1%	0%	2	30%[activator]
Cc1ccc(N(CC(=O)Nc2ccc(C)cn2)S(=O)(=O)c2c(C)nn(C)c2C)cc1	99%[activator]	1%	-5	?	-7%	-4	87%[activator]
O=C(Nc1cccc(C(=O)O)c1)/C(=C\c1ccco1)NC(=O)c1ccccc1	-18%	6%	4	3%	-20%	-4	22%
O=C(CCCCl)NC(=S)Nc1ccc(CN2CCOCC2)cc1	-12%	0%	48	138%[activator]	-11%	13*	?
COc1ccc(S(=O)(=O)NCC2CCCO2)cc1NC(=O)c1ccc(Cl)cc1 (stereo not given)	36%	·	·	-7%	3%	·	1%
CCN1C(Nc2ccccc2)=NC[C@@H]1C	-11%	-8%	-3	35%[activator]	-2%	-1	51%[activator]
CCNC(=O)c1cc(S(=O)(=O)N2CCSCC2)ccc1OC	-14%	-5%	-3	-1%	-6%	-4	?
CC(C)CCNc1ncnc2c1nnn2Cc1ccccc1	-22%	2%	-4	-3%	-9%	-2	10µM*
Cc1c(NC(=O)CN2C(=O)c3ccccc3S2(=O)=O)c(=O)n(-c2ccccc2)n1C	-13%	0%	9	22%	-10%	-3	30%[activator]
Cc1ccc(NC(=O)C2CCN(S(=O)(=O)c3ccc4c(c3)NC(=O)CO4)CC2)cc1C	-42%	4%	-2	-17%	-5%	1	?
Cn1c(N)c(C(=O)COC(=O)C23CC4CC(CC(C4)C2)C3)c(=O)n(C)c1=O	89%[activator]	-2%	-7	·	3%	-2	15µM*
COc1ccc(NC(=O)C2CC(=O)N/C(=N/N=C/c3ccccc3)S2)cc1 (stereo not given)	-11%	1%	-5	5%	-5%	0	11%
O=C(COC(=O)CCC(=O)c1cccs1)NCc1ccco1	-15%	10%	-13	40%[activator]	-6%	2	11%

Not a hit list. About 22% of those tested had a hit in this group.
